# Bioassay records deposited in PubChem BioAssay by Broad Institute.
# Cneo AK release: causes C. neoformans cell lysis; adenylate kinase release luminescence, 4 h; normalised: neutral wells 0, clomiphene wells 100; lysis activity, % at 15 µM; 360,000 compounds, 0.2% hits;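 active means mean lysis activity across replicates of at least 80%, whatever share of replicates individually reach that level; inactive means mean lysis activity below 80%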
#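 Schedule: static 4 h at 37 °C with compound, 1 h detection; system: C. neoformans cells; benchmarks: Clomiphene as positive control; buffer or medium: fresh YPD medium; measure: luminescence rise reflecting yeast cell lysis; measured by: luminescent adenylate kinase detection reagent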
# esBAF inh: blocks esBAF chromatin remodeling in mouse ES cells. AID 602393. reporter increase, % at 12.5 µM. 350,000 compounds, 2% hits. Bmi1-luciferase knock-in reporter, 24 h; 100% = twice the neutral-well signal; in the data active means activation above about 40%; inconclusive means no clear call, values can overlap the other calls;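 further: 0% = median of the plate's neutral control wells and 100% = double that signal; a rise in the Bmi1 reporter signal indicates esBAF inhibition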
# ARNT TACC3 PPI: disruptors of human ARNT/TACC3 interaction; Q9Y6A5; AlphaScreen His-ARNT PAS-B/GST-TACC3 binding, luminescence; TACC3 fragment carries E629A point mutation; inhibition, % at 9.99 µM; 390,000 compounds, 0.66% hits;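 active means mean inhibition of replicates at least 50% and at least half of replicates each reaching 50%; inconclusive means half or more replicates reach 50% but mean below 50%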;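 further: 0% = complete ARNT plus TACC3 wells and 100% = ARNT alone without TACC3; many hits fall short of the cut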
# ERp5 inh: blocks human ERp5 reductase activity on insulin | 350,000 compounds, 0.05% hits | ERp5 insulin aggregation, absorbance 650 nm, 90 min | inhibition, % at 9.99 µM | Q15084 | AID 651711;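 active means mean replicate inhibition above about 25%, with every replicate also reaching it, limit read from the data, passing the limit was not always enough; inconclusive means only one of those two criteria met; inactive means neither criterion met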
# Target sequence (Q15084 whole entry, looked up): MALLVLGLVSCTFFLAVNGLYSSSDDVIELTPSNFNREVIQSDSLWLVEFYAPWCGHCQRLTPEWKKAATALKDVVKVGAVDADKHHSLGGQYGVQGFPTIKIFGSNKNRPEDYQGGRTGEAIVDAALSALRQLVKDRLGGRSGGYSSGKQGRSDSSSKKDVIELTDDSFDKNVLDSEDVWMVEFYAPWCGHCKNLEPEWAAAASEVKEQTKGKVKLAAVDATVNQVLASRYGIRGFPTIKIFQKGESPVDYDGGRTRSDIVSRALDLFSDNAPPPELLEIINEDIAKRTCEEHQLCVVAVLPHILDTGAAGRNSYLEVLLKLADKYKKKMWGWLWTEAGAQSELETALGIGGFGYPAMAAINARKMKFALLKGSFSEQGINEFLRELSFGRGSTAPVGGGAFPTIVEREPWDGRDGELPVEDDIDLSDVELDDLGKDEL
# SIRT5 inh: sirtuin-5 (human) deacylase inhibition; inhibition, % at 15 µM; Q9NXA8; Purified SirT5, succinyl-peptide AMC, trypsin-coupled fluorescence; 330,000 compounds, 1.1% hits; AID 652115; in the data active means inhibition above about 15%; inconclusive means no clear call, values can overlap the other calls
# Target sequence (Q9NXA8 whole entry, looked up): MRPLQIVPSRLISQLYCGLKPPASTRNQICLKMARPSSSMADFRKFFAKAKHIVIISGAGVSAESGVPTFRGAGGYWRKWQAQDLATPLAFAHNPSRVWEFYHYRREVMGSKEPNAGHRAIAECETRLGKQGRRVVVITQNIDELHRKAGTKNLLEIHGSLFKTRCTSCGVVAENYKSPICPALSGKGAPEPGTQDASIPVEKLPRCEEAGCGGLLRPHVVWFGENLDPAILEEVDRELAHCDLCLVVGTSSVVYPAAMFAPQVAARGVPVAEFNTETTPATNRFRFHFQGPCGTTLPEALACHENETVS
# C2C12 statin: suppressors of simvastatin-induced myotoxicity in C2C12 myotubes. rescue of ATP level, % at 7.49 µM. 330,000 compounds, 0.78% hits. ATP luminescence, 48 h; scaled: DMSO 0, geranylgeraniol control 100;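 active means mean ATP rescue above about 67%, or every replicate alone reaching that limit, limit read from the data, passing the limit was not always enough; inconclusive means no clear call, values can overlap the other calls; inactive means mean under the limit and some replicate under it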;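 further: myotubes were challenged with 10 µM simvastatin during compound exposure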
# miR-122 sensor: inhibitors of miR-122 in Huh7 cells | Huh7 miR-122 Renilla luciferase sensor, 48 h; neutral wells = 0, positive control = 100 | activation (reporter increase), % at 12.5 µM | 340,000 compounds, 0.3% hits;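 active means mean replicate activation score at least 90 and every replicate individually at or above 90; inconclusive means only one of the two criteria met; inactive means neither criterion met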;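 further: higher luciferase means less miR-122 activity so hits act as miR-122 inhibitors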
# Active calls of the source: *; ? = inconclusive; nt = not tested or not shown; & = joins results of further samples; [ ] = dose if it differs, or a comment.
SMILES,Cneo AK release,esBAF inh,ARNT TACC3 PPI,ERp5 inh,SIRT5 inh,C2C12 statin,miR-122 sensor
O=c1c2ccccc2nnn1COc1cccc2ccccc12,nt,nt,41,-5,1,nt,nt
CN(c1ccccc1C(=O)Nc1ccc(CC#N)cc1)S(=O)(=O)c1ccccc1,1,-2,-2,-5,5,9,6
CCCOc1ccc(C(=O)NNC(=S)NC(=O)c2ccccc2[N+](=O)[O-])cc1,0,0,21,-4,-2,1,5
C[C@@H]1CN([C@@H](C)CO)C(=O)c2cccc(NC(=O)c3ccncc3)c2O[C@@H]1CN(C)Cc1ccc(C(=O)O)cc1,1,1,4,-2,-5,-8,0[16.7 µM]
Cc1ccccc1OCC(=O)N/N=C/c1ccccn1,nt,nt,13,1,-3,nt,nt
Nc1nc(SCC(=O)NCC2CCCO2)[nH]c(=O)c1NC(=O)c1ccco1 (configuration not stated),0,-13,-2,3,1,-12,2
Cc1ccc(C(=O)CCC(=O)NCc2ccccc2)cc1,0,8,0,9,1,-11,-8
O=C(C[C@H]1C[C@H]2c3cc(NC(=O)C4CCC4)ccc3O[C@H]2[C@H](CO)O1)NC1CCCC1,-3,0,-1,1,-3,-5,2[16.7 µM]
O=C(Nc1ccc(Cl)cc1)c1cc2nc(-c3ccco3)cc(C(F)(F)F)n2n1,-1,4,-2,nt,nt,-35,1
Cc1onc(-c2c(Cl)cccc2Cl)c1C(=O)N1C=CC(C(F)(F)F)=NCC1,2,4,-23,nt,nt,4,19
Cc1nn(CCCC(=O)NC2CCC(C)CC2)c(=O)c2nn(-c3ccccc3)c(C)c12 (configuration not stated),6,1,-5,2,0,-4,-5
Cn1c(CNc2nc3ccccc3n2CCN2CCCCC2)nc2ccccc21,1,-5,14,nt,nt,?,3
CCN(CC(=O)Nc1ccccc1C(F)(F)F)C(=O)CCc1nc2ccccc2c(=O)[nH]1,-2,-6,-13,6,0,-3,nt
CC(=O)Nc1cc(C)c2nc(NC(C)=O)sc2c1,-2,31,-8,6,-1,-6,-13
Cc1ccc([C@H]2C(C(=O)O)=CC[C@@H](c3cccs3)N2S(=O)(=O)c2ccc(C)cc2)cc1,3,5,-3,9,0,13,2
COc1cc2c(C)nc3c(c(C)nn3-c3ccccc3)c2cc1OC,7,-19,0,4,-5,0,-6
Cc1ccc(SC[C@H](c2ccccc2)N2CCN(CC(C)C)CCC2=O)cc1,1,32,-3,nt,nt,-17,-6
CCS(=O)(=O)c1cc([N+](=O)[O-])c(Sc2ccccc2N)s1,0,nt,5,5,4,nt,nt
N#Cc1cc(S(=O)(=O)c2ccc(Cl)cc2)c(N)[nH]c1=O,1,nt,7,3,3,nt,nt
Cc1cc(C)nc(OC(C(=O)O)C(OCCC(C)C)(c2ccccc2)c2ccccc2)n1 (configuration not stated),0,10,0,2,1,-3,-1
COC(=O)C(Cc1c[nH]c2ccccc12)NC(=O)c1ccccc1Br (configuration not stated),-3,53*,-4,-21,-2,21,-3
C[C@@H]1CN([C@@H](C)CO)C(=O)c2cc(NS(=O)(=O)c3cn(C)cn3)ccc2O[C@@H]1CN(C)S(C)(=O)=O,1,3,4,5,-3,60,1[16.7 µM]
O=C(N/N=C/c1cccnc1)c1ccc2c(c1)OCCO2,-4,nt,-1,4,5,nt,nt
C[C@H](CO)N1C[C@H](C)[C@@H](CN(C)S(=O)(=O)c2ccc(F)cc2)Oc2ccc(NC(=O)Nc3ccccc3)cc2CC1=O,0,23,-3,0,5,10,-5[16.7 µM]
CCN(CC)S(=O)(=O)c1ccc(C2=NOC3(C2)N(C)c2ccccc2C3(C)C)cc1 (configuration not stated),-3,-22,nt,4,-2,8,-4
CC(C)(C)c1ccc(C(=O)NCC(=O)OCC(=O)N2CCCC2)cc1,0,-2,-9,nt,0,2,-10
CNS(=O)(=O)c1cccc(C(=O)OCC(=O)N2c3ccccc3CC2C)c1 (configuration not stated),1,-2,9,nt,nt,nt,-1
O=C(C1COc2ccccc2O1)N1CCN(c2ccc(C(F)(F)F)cn2)CC1 (configuration not stated),0,-5,-18,6,-4,19,-3
N#CCc1ccc(OC(=O)c2cccnc2Cl)cc1,-3,60*,2,-2,-4,-9,-4
CC(C)CC(C)N1CCC(n2nccc2NC(=O)CCc2ccccc2)CC1 (configuration not stated),-1,-5,-2,-7,-2,2,0
COc1ccc(C2=NS(=O)(=O)N(C)C(C(=O)N3C(C)CCCC3C)=C2)cc1 (configuration not stated),2,4,1,7,12,-14,nt
O=C(COc1ccc2c3c(c(=O)oc2c1)CCC3)N[C@@H](CSCc1ccccc1)C(=O)O,1,-8,0,7,-4,5,-5
CCOc1ccccc1NC(=O)C1Cc2ccccc2CN1S(C)(=O)=O (configuration not stated),0,-1,-2,nt,nt,7,9
CCOc1ccc(NC(=O)CC2C(=O)N(C)C(=S)N2Cc2ccco2)cc1 (configuration not stated),1,nt,-3,nt,nt,nt,-1
CC1=NN(C(=O)Cc2ccc([N+](=O)[O-])cc2)C(O)(c2cccnc2)C1 (configuration not stated),0,1,-9,nt,nt,-1,-9
Cc1[nH]c2ccccc2c1/C=N/NC(=O)CNC(=O)c1ccccc1,nt,nt,-4,-2,-3,nt,nt
CCOC(=O)c1[nH]c(C)c(CN(Cc2ccco2)C(=O)C(F)(F)F)c1C,3,-5,nt,nt,nt,-9,9
Cc1cc(NC(=O)c2cc(C3CC3)on2)no1,0,49*,2,5,-2,-6,0
Cc1ccc(-c2nnc(SCC#CCOC(=O)c3ccco3)o2)cc1,-2,21,-3,nt,nt,-1,-4
C[C@@H]1CN([C@@H](C)CO)C(=O)c2cc(C#Cc3ccncc3)cnc2O[C@H]1CN(C)CC1CCCC1,-5,-9,-3,4,-5,11,-17[16.7 µM]
COc1ccccc1C(=O)NCCC(=O)Nc1ccc(S(=O)(=O)N2CCC(C)CC2)cc1,-3,2,0,1,-4,3,2
NC(=O)c1cc([N+](=O)[O-])ccc1NCc1ccccn1,-1,3,9,6,nt,-2,-6
Cn1c(NC(=O)c2cccc(C(F)(F)F)c2)cc(=O)n(C)c1=O,1,9,12,3,4,nt,0
Cc1ccccc1-n1c(=O)c2ccccc2n(CC(=O)NCc2ccco2)c1=O,nt,0,-17,5,4,0,3
C/C=C/c1ccc2c(c1)O[C@@H](CN(C)Cc1ccncc1)[C@@H](C)CN([C@H](C)CO)S2(=O)=O,1,-3,-5,9,5,-5,0[16.7 µM]
CCOC(=O)C1CN(S(=O)(=O)c2cccc(C(F)(F)F)c2)c2cc(CC(=O)OC)ccc2O1 (configuration not stated),1,6,-1,nt,nt,1,1
CCCCN(CC(=O)NCCOC)C(=O)Cn1nnc2ccccc21,0,-5,nt,0,-5,-3,-18
C=CCn1c(C)c(C(C)=O)c(N2CCN(c3ccccc3)CC2)nc1=S,0,29,-4,nt,nt,15,-5
O=C(CSCc1ccc(F)cc1)Nc1ccccc1C(=O)N1CCOCC1,-3,nt,-2,nt,nt,nt,-1
CCOc1ccc(S(=O)(=O)N2CCOCC2)cc1NC(=O)CN1C(=O)NC2(CCCCC2)C1=O,1,0,7,-13,-3,1,2
O=C(/C=C/c1ccco1)N1CCN(C/C=C/c2ccccc2)CC1,nt,nt,6,4,2,nt,nt
CO[C@H]1CN(C)C(=O)c2cc(NC(=O)C3CC3)ccc2OC[C@@H](C)N(C(=O)c2ccccc2F)C[C@H]1C,-4,-3,0,-5,-4,2,nt
CNC[C@H]1Oc2ccc(NC(=O)Nc3ccc(OC)cc3)cc2CC(=O)N([C@@H](C)CO)C[C@@H]1C,35,4,7,2,3,37,-3[16.7 µM]
COc1cccc(/C=C2\SC(=S)N(CCC(=O)NNC(=O)c3ccccc3OC)C2=O)c1,nt,-9,-4,5,1,-3,-4
C[C@H]1CN([C@@H](C)CO)C(=O)c2cc(Br)cnc2O[C@H]1CN(C)C(=O)C1CCC1,-1&0,-1&-2,-1,2&3,-1&-1,-4&-8&3,-2
CC(=O)Nc1sc2c(c1CN1CCN(c3ccccn3)CC1)CCCC2,3,-2,4,-7,1,9,-4
CCOc1ccc(CCNC(=O)COC(=O)c2ccc(F)c(S(=O)(=O)N3CCOCC3)c2)cc1OCC,0,-6,2,1,2,-3,-5
Nc1cc(=O)[nH]c(SCC(=O)Nc2nnc(-c3ccccc3)s2)n1,nt,nt,-1,0,4,nt,nt
CCOC(=O)C1=C(N)OC2=C(C(=O)CC(C)(C)C2)C1c1cccs1 (configuration not stated),-1,-2,-2,nt,nt,6,nt
COc1ccc(NC(=O)C2CCCN2S(=O)(=O)c2cccc3nsnc23)c(OC)c1 (configuration not stated),6,-3,1,nt,nt,-23,5

# An excerpt from above in order of number of heavy atoms, low to high:
SMILES,Cneo AK release,esBAF inh,ARNT TACC3 PPI,ERp5 inh,SIRT5 inh,C2C12 statin,miR-122 sensor
N#Cc1cc(S(=O)(=O)c2ccc(Cl)cc2)c(N)[nH]c1=O,1,nt,7,3,3,nt,nt
CCOC(=O)C1=C(N)OC2=C(C(=O)CC(C)(C)C2)C1c1cccs1 (configuration not stated),-1,-2,-2,nt,nt,6,nt
Cc1[nH]c2ccccc2c1/C=N/NC(=O)CNC(=O)c1ccccc1,nt,nt,-4,-2,-3,nt,nt
Cc1ccc(SC[C@H](c2ccccc2)N2CCN(CC(C)C)CCC2=O)cc1,1,32,-3,nt,nt,-17,-6
Cc1cc(C)nc(OC(C(=O)O)C(OCCC(C)C)(c2ccccc2)c2ccccc2)n1 (configuration not stated),0,10,0,2,1,-3,-1
CCOc1ccc(CCNC(=O)COC(=O)c2ccc(F)c(S(=O)(=O)N3CCOCC3)c2)cc1OCC,0,-6,2,1,2,-3,-5

# Next part
SMILES,Cneo AK release,esBAF inh,ARNT TACC3 PPI,ERp5 inh,SIRT5 inh,C2C12 statin,miR-122 sensor
Cc1cc([N+](=O)[O-])nn1CC(=O)N(C)C1CCCCC1,-1,-11,nt,3,0,-3,-1
COC(=O)C[C@H]1CC[C@H]2[C@@H](COC[C@@H](O)CN2S(=O)(=O)c2ccccc2C)O1,5,0,-11,0,-1,7,3[16.7 µM]
CCOC(=O)[C@H]1[C@H]2COc3ccc(Cl)cc3[C@@H]2N2C(=O)[C@H](C)NC(=O)[C@@]12C,-2,-2,-2,nt,nt,2,2
COc1cc(C(=O)NCc2cc3ccccc3n2C)cc(OC)c1OC,-1,-7,-14,6,0,16,-3
CO[C@@H]1CN(C)C(=O)c2ccc(NC(C)=O)cc2OC[C@@H](C)N(C(=O)CC2CC2)C[C@H]1C,-4,1,2,-1,-7,25,-15[16.7 µM]
C[C@H](O)C#Cc1cnc2c(c1)C(=O)N([C@@H](C)CO)C[C@@H](C)[C@@H](CN(C)C(=O)Nc1ccc(F)cc1)O2,1,0,-1,7,-1,-9,-2[16.7 µM]
O=C(C[C@@H]1CC[C@H]2[C@@H](COC[C@H](O)CN2S(=O)(=O)c2ccc(Cl)cc2)O1)NCc1ccc(Cl)c(Cl)c1,5,-1,3,-5,-1,19,-7[16.7 µM]
CCOC(=O)C(Sc1cc(C)nc(N)n1)C(C)=O (configuration not stated),0,-6,0,nt,nt,0,4
CCOc1ccc(NC(=O)CN(C)C(=O)CSC(C)C(=O)Nc2cc(C)on2)cc1OCC (configuration not stated),0,-2,2,-2,4,4,-2
Cc1ccc(N(CC(=O)Nc2ccccc2-c2ccccc2)S(=O)(=O)c2ccccc2)cc1,6,3,-2,nt,nt,7,2
COc1cc(F)ccc1-c1csc(C(O)c2ccccc2)n1 (configuration not stated),-1,4,nt,-1,nt,7,0
CC(=O)CCS(=O)(=O)c1ccc(Oc2ccc(S(=O)(=O)CCC(C)=O)cc2)cc1,-1,-2,-33,nt,nt,-69,nt
Cc1nn(C)cc1C(C(=O)NC1CCCCC1)N(C(=O)Cc1cccs1)c1ccc(C(C)C)cc1 (configuration not stated),-1,3,-2,nt,nt,3,78
Cc1ccc(C)c(Cn2c(C(=O)OC(C)C)cc3c2ccn3C)c1,0,7,2,nt,nt,22,-3
Nc1ncn(C23CC4CC(CC(C4)C2)C3)n1,2,-2,-3,nt,nt,nt,9
